CAL PDZ FP-1: inhibitors of human CAL PDZ peptide binding | Q9HD26 | purified CAL PDZ, TMR-peptide fluorescence polarization, 1 h | inhibition, % at 20 µM | 0.02% of 330,000 active | AID 504414;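 active means highest replicate inhibition of at least 40%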;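 further: plate controls were DMSO neutral control wells for no effect and unlabeled competitor peptide control wells for full effect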
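Read-out basis: mP drop reported as inhibition | Assay system: Tagged CAL PDZ protein CerCALP, purified | Benchmarks: Unlabelled peptide for full inhibition, DMSO wells as neutral | Schedule: 1 h incubation at room temperature before polarization reading | Buffer or medium: Sodium phosphate/NaCl buffer pH 7.4 with TCEP, IgG, Thesit | Doses: Single point, 20 µM | Measured by: Fluorescence polarization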
Pemphigus Ab inh: inhibitors of pemphigus antibody binding to human desmoglein-3; P32926; DSG3-coupled beads, scFv-anti-DSG3-GFP binding, flow cytometry; active compounds read low; binding (percent of control), % at 10 µM; 0.48% of 310,000 active; AID 588358;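 active means binding more than 3 SD below its plate's average and above zero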;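 further: hits lower antibody fragment binding to DSG3; some compounds called inactive have numbers as strong as hits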
RTF Ca sens inh: cardiac RTF calcium desensitization. IANBD-labeled cardiac RTF, Ca2+ fluorescence. 0.12% of 340,000 active. AID 493244. inhibition, % at 7.15 µM;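 active means inhibition above the mean inhibition of all tested compounds plus 3 SD, cut at about 17% in these data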;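 further: assay run at fixed EC70 calcium of 1.6 mM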
V-ATPase pH: yeast V-ATPase proton transport regulation by pHLuorin | AID 504577 | 0.37% of 350,000 active | response, % at 10 µM | S. cerevisiae, pHLuorin cytosolic pH fluorescence; in the data active means response mostly above about 7.3%, no sharp cut-off; inactive means mostly below about 5.4%; further: actives read high; inactives centre near 0; some compounds called inactive have numbers as strong as hits
C-LANA FP: KSHV C-LANA DNA binding inhibition; inhibition, % at 9 µM; 0.078% of 340,000 active; MBP-C-LANA/FAM-LBS DNA binding, fluorescence polarization;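 active means highest replicate inhibition at or above 60% at 9 µM, even if other replicates fall short; inactive means all replicates below 60% inhibition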;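 further: 0% = neutral control wells and 100% = 4 µM acridine orange control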
Arr AP2 block: blocks beta-arrestin peptide binding to AP2 adaptin. FITC-arrestin peptide / GST-AP2 beads, flow cytometry; AP2 beta2 appendage carries R879A mutation. inhibition, % at 10 µM. 0.31% of 340,000 active. AID 504490;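 active means inhibition above a set limit, near 3 SD of compounds lacking own fluorescence, cut at about 54% in these data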;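 further: plate controls were DMSO wells for no effect and 5 µM unlabelled arrestin peptide for full effect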
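System: GST-AP2 R879A glutathione beads; medium: PBS, Tween 20 0.05%, BSA 0.1%; reagent: fluorescein-tagged arrestin peptide at 50 nM final; schedule: pre-incubation 12 min, peptide binding 1 h, room temperature; detection: flow cytometry, FL1 (488/535 nm); read-out: inhibition as reduced fluorescein signal on beads, percent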
DAGLB inhibitor: blocks human DAGLB lipase activity; HEK293T DAGLB membrane lysate, EnzChek fluorogenic substrate; inhibition, % at 5.17 µM; 0.059% of 340,000 active; AID 504411; in the data active means inhibition above about 34%;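 further: 0% = enzyme with vehicle and 100% = wells lacking enzyme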
Target sequence (Q8NCG7 whole entry, looked up): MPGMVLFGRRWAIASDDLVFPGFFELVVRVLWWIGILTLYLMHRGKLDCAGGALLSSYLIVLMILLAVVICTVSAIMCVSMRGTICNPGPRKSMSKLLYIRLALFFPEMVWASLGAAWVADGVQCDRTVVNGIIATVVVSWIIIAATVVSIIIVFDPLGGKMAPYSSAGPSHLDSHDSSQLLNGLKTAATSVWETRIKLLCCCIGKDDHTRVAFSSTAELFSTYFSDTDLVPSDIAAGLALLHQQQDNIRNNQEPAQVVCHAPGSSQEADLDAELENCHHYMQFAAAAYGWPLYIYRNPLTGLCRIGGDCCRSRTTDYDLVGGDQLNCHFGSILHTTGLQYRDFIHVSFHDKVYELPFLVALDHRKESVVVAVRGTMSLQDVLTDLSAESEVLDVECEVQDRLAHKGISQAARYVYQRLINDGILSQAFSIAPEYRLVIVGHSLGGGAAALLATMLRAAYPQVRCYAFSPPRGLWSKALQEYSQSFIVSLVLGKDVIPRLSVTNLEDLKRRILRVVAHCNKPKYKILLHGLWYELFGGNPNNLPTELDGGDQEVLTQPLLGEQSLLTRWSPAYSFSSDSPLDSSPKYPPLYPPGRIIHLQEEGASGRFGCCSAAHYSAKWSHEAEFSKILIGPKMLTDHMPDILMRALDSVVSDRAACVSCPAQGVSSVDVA
Keap1 Nrf2 FP: disrupts human Keap1 binding to Nrf2 peptide | Q14145 | inhibition, % at 9.4 µM | 0.15% of 340,000 active | Keap1 Kelch-Nrf2 peptide fluorescence polarization, 1536-well; in the data active means inhibition above about 12%;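 further: human Keap1 Kelch domain with fluorescein labeled Nrf2 9mer peptide probe; 0% = neutral control wells and 100% = peptide positive control; higher means more block of Keap1 binding to Nrf2 peptide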
CAL PDZ FP-2: inhibitors of human CAL PDZ peptide binding; Q9HD26; AID 602252; purified CAL PDZ, TMR-peptide fluorescence polarization, 1 h; 0.92% of 300,000 active; inhibition, % at 24.9 µM;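 active means mean inhibition of at least 30% with at least half of replicates also reaching 30%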;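 further: 0% = DMSO neutral control and 100% = excess unlabeled competitor peptide PRC23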
NSD2 HMT inh: blocks human histone methyltransferase NSD2; NSD2 peptide methylation, AlphaScreen, 120 min; 0.54% of 310,000 active; O96028; AID 743445; inhibition, % at 12.5 µM; in the data active means inhibition above about 50%
Starred values were filed as active, the others as inactive; · = no result given; + = active, no number.

Preview, 4 compounds:
SMILES | CAL PDZ FP-1 | Pemphigus Ab inh | RTF Ca sens inh | V-ATPase pH | C-LANA FP | Arr AP2 block | DAGLB inhibitor | Keap1 Nrf2 FP | CAL PDZ FP-2 | NSD2 HMT inh
CCSCCOC(=O)C1=C(C)NC2=C(C(=O)CCC2)C1c1coc2ccccc2c1=O (stereo not given) | -0.3 | 107 | 5 | -1 | 0.5 | -14 | -2 | -4 | -2 | 2
Cn1cccc1C(=O)NCC1CCCCC1 | 0.4 | 101 | -1 | 0 | 0.2 | 20 | 2 | -2 | -4 | 1
COc1cc(O)c(C(CCN2CCCC(C)C2)c2ccc3c(c2)OCO3)c(OC)c1 (stereo not given) | -0.4 | 108 | -1 | -4 | -0.9 | 3 | 1 | -3 | -2 | ·
COc1ccc(NC(=O)CSc2ccccc2)cc1S(=O)(=O)N1CCCCC1 | -0.2 | 96 | -7 | 1 | -0.2 | -3 | -1 | -2 | -5 | 0

The list itself, from the first entry:
SMILES | CAL PDZ FP-1 | Pemphigus Ab inh | RTF Ca sens inh | V-ATPase pH | C-LANA FP | Arr AP2 block | DAGLB inhibitor | Keap1 Nrf2 FP | CAL PDZ FP-2 | NSD2 HMT inh
CCSCCOC(=O)C1=C(C)NC2=C(C(=O)CCC2)C1c1coc2ccccc2c1=O (stereo not given) | -0.3 | 107 | 5 | -1 | 0.5 | -14 | -2 | -4 | -2 | 2
Cn1cccc1C(=O)NCC1CCCCC1 | 0.4 | 101 | -1 | 0 | 0.2 | 20 | 2 | -2 | -4 | 1
COc1cc(O)c(C(CCN2CCCC(C)C2)c2ccc3c(c2)OCO3)c(OC)c1 (stereo not given) | -0.4 | 108 | -1 | -4 | -0.9 | 3 | 1 | -3 | -2 | ·
COc1ccc(NC(=O)CSc2ccccc2)cc1S(=O)(=O)N1CCCCC1 | -0.2 | 96 | -7 | 1 | -0.2 | -3 | -1 | -2 | -5 | 0
NC(=O)c1c(-c2ccc(Cl)cc2Cl)csc1NC(=O)Cc1ccccc1 | 0.7 | 99 | -36 | -1 | -2.5 | -1 | 0 | -5 | 5 | 0
O=C(CSc1nc2nn(-c3ccccc3)c(=O)c-2c2n1CCCCC2)c1ccc(OC(F)F)cc1 | -2.1 | 109 | -9 | 0 | -2.1 | -7 | 8 | -4 | 26 | -3
O=c1c2ccccc2nc2ccc(NCc3cccs3)nn12 | -1.0 | 96 | -6 | -1 | -1.4 | 4 | 0 | -3 | · | -2
CCOC(=O)C1CCCN(C(=O)c2cc3c(C)nc4ccccc4c3o2)C1 (stereo not given) | -2.1 | 100 | -3 | -4 | 0.5 | -2 | -2 | -10 | 2 | ·
CCOC(=O)N1CCN(C(=O)CNC(=O)c2nn(-c3ccc(OC)c(OC)c3)c(=O)c3ccccc23)CC1 | -1.7 | 102 | -35 | -2 | -0.8 | 8 | 1 | -1 | -4 | 0
CC(=O)NCC1(O)CCCC(C)C1 (stereo not given) | -4.3 | 99 | -15 | -1 | -1.5 | 8 | -4 | -1 | -2 | -3
Cc1ncc2c(c1OC(=O)c1ccc([N+](=O)[O-])cc1)COC(C)(C)OC2 | · | 112 | 5 | -1 | -1.5 | 5 | 4 | -4 | -7 | -3
CS(=O)(=O)Nc1ccc(C2=NN(S(C)(=O)=O)C(c3ccccc3)C2)cc1 (stereo not given) | -3.3 | 127 | -14 | -3 | -0.9 | -7 | 1 | -1 | -4 | -1
CCCOC(=O)C1=C(C)N(C)C(=O)NC1c1cc2c(cc1[N+](=O)[O-])OCO2 (stereo not given) | 0.4 | 98 | -8 | 2 | 2.2 | 20 | 1 | -6 | -4 | 12
CC(=O)Nc1ccc(SCCC2CCCCN2C)cc1 (stereo not given) | -2.9 | 101 | -1 | 3 | -0.5 | 34 | -1 | -2 | 0 | 88*
COC(=O)c1ccc(Cl)c(NC(=O)c2cccc([N+](=O)[O-])c2C)c1 | -4.5 | 97 | 0 | -1 | 1.3 | 8 | 0 | 3 | -3 | -2
COc1ccccc1C(=O)NCC1CCN(c2ccc(S(=O)(=O)N3CCOCC3)cc2)CC1 | -1.4 | 118 | -6 | 4 | -1.7 | 0 | 2 | -9 | -6 | 0
CNC(=O)NC(=O)CSc1nc2ccccc2n1CCOC | -2.7 | 113 | -10 | -1 | -1.2 | 0 | 1 | -4 | 2 | 0
COc1c2ccoc2c(OC[C@@H](OC(C)=O)C(C)(C)O)c2oc(=O)ccc12 | -0.8 | 108 | 0 | 0 | -0.4 | -1 | -3 | -6 | -5 | ·
Cc1ccccc1S(=O)Cc1ccc(C(=O)NC2CCN(Cc3ccccc3)CC2)o1 (stereo not given) | -2.5 | 105 | 6 | -2 | 1.0 | 5 | -2 | -4 | -3 | -2
O=S(=O)(c1cccc(-c2nnc(-c3ccc(Br)cc3)o2)c1)N1CCCCCC1 | -0.2 | 98 | -3 | 0 | 0.1 | 3 | -1 | -3 | -2 | ·
COc1ccc2nc(N=NC3=C(O)CC(C)(C)CC3=O)sc2c1 | -2.0 | 101 | 3 | -1 | 0.6 | 20 | 13 | -1 | -2 | -5
CC(C)CNC(=O)c1c2c(nc3ccccc13)-c1ccccc1CC2 | -0.1 | · | -1 | 4 | -1.3 | 7 | 0 | -1 | -4 | -1
CC1(C)CC(=O)C(N=Nc2ccc(S(=O)(=O)N3CCCCCC3)cc2)=C(O)C1 | -2.6 | 99 | -5 | -1 | 1.3 | 13 | 0 | 5 | -2 | 1
O=C(Cc1ccccc1)Nc1cccc(S(=O)(=O)N2CCCCCC2)c1 | -1.4 | 117 | 1 | -2 | 0.9 | -9 | 0 | -4 | 7 | 0
NS(=O)(=O)c1ccc(CCNCc2ccccc2OCc2ccc(F)cc2)cc1 | -1.3 | 95 | 1 | -5 | -1.3 | 41 | -1 | 1 | -21 | -2
Cc1cc(C)n(-c2nc(O)cc(=O)[nH]2)n1 | -0.2 | · | -5 | -2 | 0.3 | -6 | 0 | 1 | -10 | ·
COc1ccc(OC)c(C2=NOC(C(=O)Nc3cc(C)on3)C2)c1 (stereo not given) | -0.4 | 83 | -5 | -3 | -0.4 | 5 | -1 | -1 | 0 | 1
Cn1c(=O)cc(SCC(=O)NCCC2=CCCCC2)c2ccccc21 | -1.0 | 89 | -15 | 0 | -2.2 | -1 | -1 | -4 | 3 | -1
CCn1nccc1C(=O)Nc1ccc(Cl)cn1 | -2.8 | 104 | -18 | 3 | -0.3 | 32 | 1 | 8 | -3 | 0
COc1ccc2c(c1)C(C)CC(C)(C)N2C(=O)CSc1ncn[nH]1 (stereo not given) | · | 98 | 3 | 2 | -0.5 | 3 | 0 | 1 | -3 | 0
O=C(Nc1cccc(C(=O)O)c1)Nc1ccccc1Cl | -3.4 | 107 | -11 | -5 | -0.2 | -5 | -2 | -3 | 4 | -1
COCCNC(=O)c1cccc(OC2CCN(Cc3ccccc3C)CC2)c1 | -1.3 | 111 | -2 | 0 | 0.7 | -2 | 1 | 2 | 7 | 2
Cc1ccc(CNC(=O)CCNS(=O)(=O)c2cccc3nsnc23)cc1 | -1.7 | · | 0 | 3 | -0.5 | -5 | -1 | 4 | -1 | -6
Cn1c(=O)c2c(nc(-c3ccccc3)n2C)n(Cc2ccccc2)c1=O | -3.0 | 85 | -14 | 1 | 0.2 | -6 | -3 | 1 | -1 | -2
CCN1CCN(CCNC(=O)CSCc2nc(-c3ccc(OC)c(OC)c3)oc2C)CC1 | -2.2 | 101 | -20 | -1 | 1.5 | -2 | -2 | -4 | -2 | -2
O=C1C[C@@H]2c3c(cccc3CN1Cc1ccccc1Br)C[C@@H](O)[C@H]2O | -0.7 | 103 | -6 | 0 | 2.5 | 12 | 2 | 2 | 2 | ·
CCOC(=O)N1CCN(c2nc3ccc(C(=O)c4ccccc4)cc3n3cnnc23)CC1 | -2.1 | 96 | 4 | 5 | -0.9 | -3 | 3 | -8 | 0 | 5
C[C@H](NC(=O)c1ccco1)C(=O)Nc1cc(S(=O)(=O)N2CCCC2)ccc1OCC(F)(F)F | -4.2 | · | -5 | 1 | 1.2 | 10 | 0 | -1 | -4 | 0
NNC(=O)c1cc(O)c(O)c(O)c1 | 0.5 | 84 | -3 | -2 | 81* | 11 | 1 | -3 | · | +
CCN(C(=O)c1cn(C)c(=O)c2cc(OC)c(OC)cc12)c1ccccc1C | -2.7 | 104 | -9 | 3 | -1.0 | 5 | -2 | 2 | 1 | 0
CC(=O)Nc1ccc(S(=O)(=O)n2cnc(C)c2)cc1 | -0.5 | 105 | -1 | -2 | 2.1 | 34 | -1 | 0 | 0 | 1
CCS(=O)(=O)N1CCC(C(=O)Nc2cc([N+](=O)[O-])ccc2C)CC1 | -0.4 | 101 | 3 | 0 | 1.1 | 28 | -2 | 6 | -4 | -16
Oc1ccc(C[C@H]2CNCCN2CCC23CC4CC(CC(C4)C2)C3)cc1 | -0.5 | 101 | 1 | 0 | -1.9 | 20 | 3 | 0 | -1 | ·
CC(CCc1ccccc1)NC(=O)CN1C(=O)NC2(CCCCC2C)C1=O (stereo not given) | -0.8 | · | -4 | -3 | -1.6 | 6 | 1 | -4 | -3 | -3
COc1ccc(OC)c(N(CC(=O)N2CCC(C)CC2)S(=O)(=O)c2ccccc2)c1 | -2.0 | · | 2 | 1 | -1.9 | 7 | 0 | -8 | -1 | 1
O=C(NS(=O)(=O)Oc1cccc(Cl)c1Cl)OC[C@@H]1CCCN2CCCCC12 (stereo not given in full) | -1.0 | 107 | -23 | 1 | -0.5 | · | -1 | 4 | -5 | -4
COc1ccc(N=Nc2c(N)nn(C)c2N)cc1 | 0.3 | 115 | 1 | 12 | 1.8 | -6 | 3 | -7 | 1 | 5
CS(=O)(=O)N(CC(=O)NCC1CCCO1)c1ccc(Cl)c(Cl)c1 (stereo not given) | -2.2 | 94 | -31 | -2 | -2.2 | 6 | 3 | 0 | -3 | 0
CC(C)Cc1cc(C(=O)NCc2cccnc2)no1 | -0.2 | 106 | -5 | 1 | 0.0 | 8 | 0 | -8 | -4 | ·
CC1=C(c2ccccc2)C(=S)NC(C)(C)C1 | 0.3 | 108 | -5 | 5 | -0.3 | 8 | 1 | 2 | · | 1
COc1cc(C2SCC(=O)N2CCN2CCCCC2)ccc1O (stereo not given) | 0.4 | 107 | -8 | -1 | 2.8 | -4 | 0 | -4 | -1 | -3
COC(=O)c1sccc1-c1ccc(C(=O)Nc2cccnc2)o1 | -3.8 | 88 | -6 | -2 | 0.1 | 2 | -9 | 0 | · | 1
CCN(CC)CCNC(=O)c1cc2c(=O)n(C)c3ccccc3c2n1C | -0.7 | 104 | 1 | 3 | 12 | 4 | -1 | 0 | · | ·
N/C(=N\OC(=O)c1ccc2c(c1)OCO2)c1ccc([N+](=O)[O-])cc1 | -0.7 | 94 | 6 | 1 | -0.4 | -6 | -1 | 1 | 5 | -1
CCOc1ccc2nc(C)cc(Nc3cccc([N+](=O)[O-])c3)c2c1 | -0.3 | 108 | -12 | -2 | -0.3 | 2 | 1 | -2 | 4 | -2

These rows are one share of the data (hit frequency here may not be typical).
